CHRM1 antagonist – blocks human M1 muscarinic receptor | inhibition, % at 3 µM | CHO-K1 hM1, Fluo-8 calcium fluorescence, ACh EC80 antagonist | P11229 | AID 588852 | hit rate 1.3% among 360,000;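 active = percent inhibition above its own plate's cutoff, namely the mean of that plate's compound wells plus 3 SD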;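 note: peak over basal fluorescence ratio during 140 s after agonist addition; 0% = ACh EC80 plus DMSO and 100% = DMSO alone without agonist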
Target sequence (P11229 whole entry, looked up): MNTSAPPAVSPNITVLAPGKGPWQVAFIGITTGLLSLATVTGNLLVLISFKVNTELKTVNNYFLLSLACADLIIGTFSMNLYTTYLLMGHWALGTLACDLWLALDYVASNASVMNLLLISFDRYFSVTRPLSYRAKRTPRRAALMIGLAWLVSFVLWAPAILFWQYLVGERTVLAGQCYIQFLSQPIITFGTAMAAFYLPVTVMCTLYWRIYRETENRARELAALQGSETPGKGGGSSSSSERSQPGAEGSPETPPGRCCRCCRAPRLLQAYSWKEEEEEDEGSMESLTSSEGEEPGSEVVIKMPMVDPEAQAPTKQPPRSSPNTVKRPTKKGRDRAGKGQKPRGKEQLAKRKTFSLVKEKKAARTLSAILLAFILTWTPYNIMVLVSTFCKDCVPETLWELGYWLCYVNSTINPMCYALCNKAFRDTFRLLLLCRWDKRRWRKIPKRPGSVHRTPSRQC
M1 PAM – positive allosteric modulators of human M1 muscarinic receptor; P11229; CHO-K1 hM1, Fluo-8 calcium fluorescence, ACh EC20; 0% = ACh EC20, 100% = maximal ACh; activation, % at 3 µM; hit rate 0.088% among 360,000; AID 588819; in the data active = activation above about 19%, passing the limit was not always enough
CHRM1 agonist – human M1 muscarinic receptor agonism | CHO-K1 hM1, Fluo-8 calcium fluorescence, agonist mode; 0% DMSO, 100% acetylcholine EC100 | activation, % at 3 µM | hit rate 0.33% among 360,000;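 active = activation above the run's mean compound activation plus 3 SD, cut at about 16% in these data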;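 note: peak over basal fluorescence ratio within a 140 s kinetic read after compound addition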
OXTR potentiator – human OXTR potentiation | CHO-OTR cells, Fluo-8 calcium fluorescence, potentiator mode; 0% = oxytocin EC15, 100% = EC100 | activation, % at 3 µM | P30559 | hit rate 0.061% among 320,000;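 active = activation above that plate's cutoff, the mean activation of tested compounds plus 3 SD, cut at about 6.6% in these data, passing the limit was not always enough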;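 note: 100% uses oxytocin at 75 nM as the full agonist control; some results filed as inactive read as strong as hits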
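Measured by – Fluo-8 calcium dye fluorescence · Test system – human OTR in CHO cells · Dosing – one concentration, 3.0 µM compound · Controls – EC15 oxytocin alone as 0%, 75 nM oxytocin as 100% · Evaluation – normalized max/min fluorescence ratio, % activation · Timing – 6 min pre-incubation, 100 s read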
CHO parental Ca – signal in parental CHO cells, OX1R antagonist counter-screen. parental CHO-K1, ATP-induced calcium, Fluo-8 fluorescence. inhibition, % at 5.6 µM. hit rate 0.63% among 330,000. AID 463079;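 active = inhibition above that plate's mean sample inhibition plus 3 SD, cut at about 26% in these data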;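 note: 0% = ATP-challenged DMSO wells and 100% = DMSO wells without ATP; some compounds past the cut are filed as inactive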
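material = parental CHO cells | also added = ATP as calcium-mobilizing challenge | dosing = single point at 5.6 µM | detection = intracellular calcium via Fluo-8 no-wash fluorescent dye | read-out = % inhibition | benchmarks = low control ATP plus DMSO, high control DMSO only | repeats = one well per compound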
V1R ag counter – activates human V1a receptor in oxytocin agonist counter-screen; P37288; CHO-V1R cells, Fluo-8 calcium fluorescence, agonist mode; 0% DMSO, 100% 3 nM vasopressin; activation, % at 3 µM; hit rate 0.25% among 320,000; AID 2797;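 active = activation above the mean activation of all tested compounds plus 3 SD, per screening run, cut at about 20% in these data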;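 note: signal is peak over basal fluorescence ratio across a 100 second FLIPR read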
TAAR1 agonist – agonists of human TAAR1 | CHO RD-HGA16 TAAR1, Fluo-8 calcium fluorescence; vehicle wells 0%, saturating PEA agonist 100% | activation, % at 3 µM | hit rate 0.99% among 360,000 | AID 624467;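 active = activation above the mean activation of all test compounds in the run plus 3 SD, cut at about 38% in these data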
Target sequence (Q96RJ0 whole entry, looked up): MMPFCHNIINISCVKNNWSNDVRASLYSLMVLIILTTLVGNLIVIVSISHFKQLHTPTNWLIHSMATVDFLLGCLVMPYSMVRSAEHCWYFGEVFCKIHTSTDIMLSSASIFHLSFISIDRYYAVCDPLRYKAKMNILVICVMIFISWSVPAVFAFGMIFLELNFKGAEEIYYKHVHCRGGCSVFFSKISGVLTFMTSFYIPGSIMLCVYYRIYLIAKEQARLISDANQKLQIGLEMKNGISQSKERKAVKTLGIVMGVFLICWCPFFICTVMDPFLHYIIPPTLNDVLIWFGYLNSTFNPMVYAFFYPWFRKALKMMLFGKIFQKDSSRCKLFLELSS
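Assay system – CHO-derived RD-HGA16 cells with stable Gα16 and human TAAR1 · Compound dosing – one-point dosing at 3 µM (nominal) · Incubation – 17-24 h seeding, 75 min 37 °C dye, 30 min RT · Measured by – kinetic Fluo-8 calcium fluorescence · Control set – DMSO vehicle as 0%, PEA at EC100 as 100% · Repeats – single well for each compound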
OXTR agonist – activates the human oxytocin receptor; P30559; CHO-OTR cells, Fluo-8 calcium fluorescence; normalized: DMSO 0%, oxytocin 100%; activation, % at 3 µM; hit rate 0.32% among 320,000;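 active = activation above the mean of all tested compounds plus 3 SD, cutoff set per screening run, cut at about 20% in these data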;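 note: peak over basal fluorescence ratio from a 100 s FLIPR kinetic read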
TAAR1 antagonist – human TAAR1 antagonism; Q96RJ0; CHO RD-HGA16 TAAR1, Fluo-8 calcium fluorescence, antagonist; inhibition, % at 3 µM; hit rate 1.5% among 360,000; AID 624466;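 active = inhibition above a per-plate cutoff, the mean inhibition of test compounds on that plate plus 3 SD, cut at about 49% in these data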;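 note: 0% = DMSO plus EC80 beta-PEA response and 100% = DMSO alone without agonist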
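test system = CHO RD-HGA16 cells bearing hTAAR1 | replication = singlicate | controls = DMSO-only wells and EC80 β-PEA-stimulated wells | reagent = EC80 β-phenethylamine stimulus | read-out basis = percent inhibition of PEA-evoked calcium signal, max/basal emission ratio | schedule = seeding 17-24 h prior, 75-min 37 °C, 30-min RT dye loading | signal = kinetic Fluo-8 calcium fluorescence measurement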
Active calls of the source: *; · = no result given; & = joins results of further samples.

SMILES | CHRM1 antagonist | M1 PAM | CHRM1 agonist | OXTR potentiator | CHO parental Ca | V1R ag counter | TAAR1 agonist | OXTR agonist | TAAR1 antagonist
Cn1c(SCC(=O)N2CCCCC2)nc2c(c1=O)SCC2 | 17 | -5 | 0 | 2 | -7 | -0.9 | 2 | -0.6 | -12
CCCCCCC1/C(=N/O)CCC1C(=O)OC (stereo not given) | 5 | 1 | -3 | -12 | -13 | -1.6 | -4 | -2.5 | -7
COc1cc(-c2nc(-c3ccccc3)c(-c3ccc(F)cc3)[nH]2)cc2c1OCO2 | 7 | -4 | -11 | -10 | -8 | -1.6 | 2 | -2.2 | 29
COC(=O)CCC(=O)N1CCCC(CO)(Cc2ccccc2C)C1 (stereo not given) | 1 | 9 | -9 | -11 | -7 | -0.1 | 3 | 0.2 | 7
CN(CC1COc2ccccc2O1)C(=O)CSc1ncccn1 (stereo not given) | 3 | 1 | 1 | -2 | -10 | 1.9 | 1 | 1.2 | -21
O=C(Nc1ccccc1)Nc1nnc(CSCc2ccccc2Cl)s1 | 5 | 4 | -1 | -8 | -16 | 4.1 | 13 | 6.5 | 20
Cc1ccc(C)c(NC(=S)N2CCCCCC2)c1 | -7 | 6 | -3 | -3 | -1 | -0.2 | 5 | 0.0 | 8
COc1cccc(NC(=O)CN2CCN(CC(=O)Nc3ccc(F)cc3)CC2)c1 | -13 | 11 | -2 | 0 | -6 | -0.9 | 0 | -0.1 | -18
Cc1occc1-c1nnc(SCC(=O)NCc2ccc3c(c2)OCO3)n1CC(C)C | -11 | 3 | -6 | -1 | -16 | -0.1 | 11 | -1.5 | 9
CCCNC(=O)C1(C)CCCN(C(=O)c2ccc3ccccc3c2)C1 (stereo not given) | -5 | 1 | -3 | · | · | · | -1 | · | 17
COc1cccc(-c2nn(C)c3sc(C(=O)NCc4ccc5c(c4)OCO5)cc23)c1 | -1 | -3 | -6 | -2 | -8 | 1.4 | 3 | 0.7 | -3
O=C(COC(=O)c1c2c(nc3ccccc13)/C(=C/c1ccco1)CC2)NC1CCCC1 | -6 | 4 | -6 | · | · | · | 0 | · | 0
COc1ccc(OC)c(NC(=O)COC(=O)Cc2ccsc2)c1 | -12 | 15 | -1 | -3 | -12 | -0.1 | 1 | -1.0 | -2
O=C(COC(=O)CNC(=O)c1ccccc1F)Nc1ccc2[nH]c(=O)[nH]c2c1 | -3 | 4 | -2 | 6 | -6 | -0.5 | 2 | 1.2 | -24
Clc1ccc(CSc2nnc(/C=C/c3ccccc3)o2)c(Cl)c1 | -12 | 5 | -3 | -7 | 2 | 0.0 | 13 | 0.5 | -12
CCC(CO)n1c(SCc2cc(=O)oc3cc(C)ccc23)nc2ccccc2c1=O (stereo not given) | -1 | 7 | -3 | -18 | -26 | 3.3 | 0 | 7.7 | 8
CCOC(=O)Cc1csc(NC(=O)CN2CCN(CC)CC2)n1 | 3 | -4 | -8 | · | · | · | 0 | · | 5
CC(=O)Nc1ccc(NC(=O)C(C)OC(=O)c2ccc(S(=O)(=O)N3CCCCCC3)cc2)cc1 (stereo not given) | -8 | 5 | -6 | 2 | -10 | 0.9 | 2 | 2.6 | -1
Cc1cc(NS(=O)(=O)c2ccc(N3C(=O)C4C5C=CC(C5)C4C3=O)cc2)nc(C)n1 (stereo not given) | -17 | 8 | -7 | 6 | 2 | -0.3 | 2 | 0.9 | -15
CCOc1cc(Cl)c(S(=O)(=O)NCc2ccccn2)cc1Cl | -16 | -1 | 4 | -11 | -6 | 4.6 | 22 | 6.1 | -6
CC1(C)Cc2ccccc2C(N/N=C/c2cccc(F)c2)=N1 | 8 | 11 | 0 | -19 | -21 | 0.7 | 21 | -2.1 | -7
O=C(CNC(=O)c1ccccc1)NCc1nc2ccccc2[nH]1 | -8 | 5 | -3 | -9 | 1 | -0.1 | 0 | 1.5 | 2
O=[N+]([O-])c1ccc(Cl)c(/C=N/NC(=S)Nc2ccccc2)c1 | -1 | 0 | -3 | 1 | -1 | -0.1 | 21 | -0.3 | -9
Cc1nc2ccc(NC(=O)c3sccc3C)cc2s1 | -1 | 7 | -3 | -14 | -17 | -0.3 | 0 | -0.8 | 10
CCOC(=O)CN1C(=O)NC(C)(c2ccc(OC(F)F)cc2)C1=O (stereo not given) | -4 | 1 | 3 | -9 | 14 | 3.5 | 15 | 6.0 | -14
Following part.
SMILES | CHRM1 antagonist | M1 PAM | CHRM1 agonist | OXTR potentiator | CHO parental Ca | V1R ag counter | TAAR1 agonist | OXTR agonist | TAAR1 antagonist
CN(CC1COc2ccccc2O1)C(=O)c1ccc(Cl)c(S(=O)(=O)N2CCCCCC2)c1 (stereo not given) | 1 | -5 | -4 | -4 | -30 | 0.9 | 2 | -0.9 | -15
N#Cc1cccc(Cn2nnc(-c3ccccc3)n2)c1 | 1 | 5 | -6 | 5 | 1 | 0.1 | 3 | 1.0 | -10
CCCCn1c(=O)cc(N2CCOCC2)[nH]c1=O | -17 | 11 | -3 | -4 | -3 | 1.1 | 4 | -0.1 | -26
COc1cccc(NC(=O)C2CCCN(S(=O)(=O)c3ccc(-n4cnnn4)cc3)C2)c1 (stereo not given) | 1 | -3 | 8 | -11 | 6 | 2.6 | 12 | 5.7 | 31
Cc1cccc(OCCCC(=O)Nc2ccc(Br)cc2)c1 | -11 | -7 | -3 | -11 | -7 | 1.8 | 3 | 0.5 | 23
CC(=O)c1ccc(NC(=O)c2cc(C)no2)cc1 | 6 | -3 | -4 | 4 | -11 | -0.3 | 0 | -0.3 | 0
CCC1(CC)Cc2ccccc2C(CC(=O)N2CCOCC2)=N1 | 13 | 5 | 3 | 3 | -13 | -2.3 | 7 | -1.6 | -51
COC(=O)c1sccc1NC(=O)c1cc(-c2ccc(C)cc2)nc2ccccc12 | -5 | 2 | -3 | -1 | -19 | 0.9 | 2 | -0.5 | -1
COCCNC(=S)N(CCc1c(C)[nH]c2ccc(C)cc12)Cc1ccco1 | -1 | 4 | -7 | -17 | -26 | 0.3 | 3 | -0.1 | 5
COc1cc(C2=NOC(C(=O)NCc3ccc(F)cc3)C2)cc(OC)c1OC (stereo not given) | -3 | 4 | 4 | -5 | -18 | 3.2 | 6 | 3.9 | 12
S=C(NCc1ccco1)Nc1ccc(Cl)cc1Cl | 2 | -2 | -8 | -4 | -9 | 0.0 | 2 | -0.6 | -9
O=C(CSc1nnc(Nc2ccccc2)s1)Nc1cccnc1Cl | -10 | 9 | -5 | -7 | -13 | 2.0 | 4 | -0.1 | -7
CCOC(=O)N1CCc2c(sc(NC(=O)C3=COCCO3)c2C(N)=O)C1 | 1 | 2 | -2 | -4 | -16 | -0.6 | -2 | -0.9 | -23
CC(C)(C)N(Cc1ccc2c(c1)OCO2)C(=O)/C=C\S(=O)c1ccccc1 (stereo not given) | -13 | 5 | 0 | · | · | · | 2 | · | -23
O=c1cc(-c2ccccc2)nc2nc(-c3ccccc3)[nH]n12 | -25 | 4 | -2 | -6 | 3 | 1.0 | 7 | 0.2 | 9
O=C(COc1coc(CN2CCN(c3ccccc3F)CC2)cc1=O)NCC1CCCO1 (stereo not given) | -5 | 4 | -2 | -4 | 1 | 0.1 | 0 | 0.7 | -20
CCCNC(=O)c1cc(C2CCCCN2S(=O)(=O)c2cn(C)cn2)on1 (stereo not given) | -19 | 10 | -3 | · | · | · | 0 | · | 5
CCCNC(=O)C1(CC2CC(c3ccccc3)=NO2)CCN(C(=O)c2ccccc2)CC1 (stereo not given) | -9 | 7 | -3 | -4 | -17 | 3.7 | 6 | -0.8 | -1
CC(C)COc1ccc(C(=O)N/N=C/c2ccoc2)cc1 | -13 | 13 | 4 | -9 | 2 | -0.2 | -1 | -1.5 | 62*
CCc1c(C)n([O-])c2c([n+]1=O)CCC2 | -37 | 3 | 0 | -2 | -4 | 0.6 | 5 | 0.3 | -5
COc1ccc(S(=O)(=O)CCC(=O)NCCc2ccc(Cl)cc2)cc1 | -11 | 11 | -1 | 1 | -14 | 1.7 | 2 | -0.5 | -16
COc1ccc(OC)c(CN(CCN2CCOCC2)C(=O)Nc2ccccc2)c1 | -5 | 8 | -6 | -2 | 1 | -0.4 | 3 | -0.9 | 1
CN(C(=O)c1ccc(NC(=O)Cc2ccc(NC(=O)C3CCCN(C(=O)C4CC4)C3)cc2)cc1)C1CC1 (stereo not given) | -3 | 6 | 0 | 5 | -7 | -0.7 | 2 | 0.3 | 8
Cc1cccc(OCC(=O)N/N=C/c2sc(=O)n(Cc3cccc(C(=O)O)c3)c2Cl)c1 | -17 | 4 | 1 | -3 | 1 | -0.3 | -4 | 1.1 | 3
C[C@H](CO)N1C[C@H](C)[C@@H](CN(C)S(=O)(=O)c2ccc(F)cc2)Oc2ccc(NC(=O)Cc3cn(C)c4ccccc34)cc2C1=O | -8 | 7 | -10 | -7 | -10 | 1.4 | 5 | 4.2 | -10
COc1ccc(C2=NS(=O)(=O)N(C)C(C(=O)NCc3ccco3)=C2)cc1OC | -10 | 7 | 0 | -3 | -4 | 2.3 | 3 | 2.3 | 0
CC(=O)c1cnc2ncnn2c1C | -11 | 8 | -4 | -2 | 0 | -0.3 | 2 | -0.2 | -10
O=C1CC(=C(c2ccccc2)c2ccccc2)C(=O)N1CCCN1CCN(c2cccc(Cl)c2)CC1 | 38* | -20 | -5 | -5 | -21 | -1.2 | 1 | -2.0 | -29
Oc1c(C=C2N=c3ccccc3=N2)sc(=S)n1C1CCCCC1 | -8&-5 | 11&4 | -4&-3 | -4&-7 | -1&-3 | 0.2&-0.7 | 3&5 | -0.6&-1.5 | 1&-19
Cc1cccc(Nc2nc3c(s2)CCCC3)c1 | -3 | -7 | -11 | -7 | -19 | -1.6 | 16 | -1.8 | 0

Looked up one by one from the list above, 4 records:
SMILES | CHRM1 antagonist | M1 PAM | CHRM1 agonist | OXTR potentiator | CHO parental Ca | V1R ag counter | TAAR1 agonist | OXTR agonist | TAAR1 antagonist
COc1ccc(S(=O)(=O)CCC(=O)NCCc2ccc(Cl)cc2)cc1 | -11 | 11 | -1 | 1 | -14 | 1.7 | 2 | -0.5 | -16
CCCCn1c(=O)cc(N2CCOCC2)[nH]c1=O | -17 | 11 | -3 | -4 | -3 | 1.1 | 4 | -0.1 | -26
COC(=O)c1sccc1NC(=O)c1cc(-c2ccc(C)cc2)nc2ccccc12 | -5 | 2 | -3 | -1 | -19 | 0.9 | 2 | -0.5 | -1
COc1ccc(C2=NS(=O)(=O)N(C)C(C(=O)NCc3ccco3)=C2)cc1OC | -10 | 7 | 0 | -3 | -4 | 2.3 | 3 | 2.3 | 0

Screening data as filed in PubChem.
